Screens from PubChem BioAssay.
HIV RNase H inh: inhibitors of HIV-1 reverse transcriptase RNase H. P04585. inhibition, % at 10 µM. RT-RNase H RNA/DNA duplex cleavage, fluorescence. actives 1.9% (n = 65,000); in the data active = inhibition above about 50%
RmlCD inh mix: inhibitors of RmlC and RmlD coupled enzymes; actives 0.39% (n = 110,000); RmlC/RmlD coupled enzyme inhibition, 384-well mixture HTS; inhibition, % at 5.5 µM; AID 1532; in the data active = inhibition above about 30%, passing the limit was not always enough; also: strong numbers were not always called active
An asterisk follows results filed as active; x = no result given. Some of the compounds tested; rates above refer to the full screens.

Results follow in this order: HIV RNase H inh | RmlCD inh mix
Cc1c(Cc2ccccc2)c(=O)oc2c(CN(C)C)c(O)c(Cl)cc12
→ -8.8 | 144.7*
COc1ccc(S(=O)(=O)Cc2ccc(C(=O)NC(C)C)o2)cc1
→ -7.2 | 5.9
CCOC(=O)c1oc2ccccc2c1CN1CCN(C)CC1
→ x | 6.6
COc1ccc(OC)c(-c2[nH]nc3c2C(c2ccco2)C(C#N)=C(N)O3)c1 (stereo unspecified)
→ 3.9 | -8.9
Cc1ccc(C(=O)NCCCNCCCNC(=O)c2ccc(C)nc2)cn1
→ -5.0 | -7.8
COc1ccc(C2=NO[C@@H]3C(=O)N(c4c(C)cccc4C)C(=O)[C@H]23)cc1OC
→ 16.1 | 5.7
C#CCOC(=O)C1C2C=CC(C2)C1C(=O)O (stereo unspecified)
→ 0.8 | 7.3
COc1ccc([C@H]2[C@@H](C#N)[C@H](C#N)N3CCCN23)cc1
→ x | -13.7
COc1ccc(NC(=O)CNS(=O)(=O)c2cccc3nonc23)c(OC)c1
→ 8.5 | -9.0
CCC(C)Sc1nc2c(c(=O)[nH]c(=O)n2C)n1Cc1ccccc1Cl (stereo unspecified)
→ 31.9 | -7.9
O=C(NCCc1ccc(Cl)cc1)c1cnc2n(c1=O)CCS2
→ -4.0 | 11.2
CCOC(=O)c1[nH]c2ccc(Br)cc2c1NC(=O)CCN1CCC(C)CC1
→ x | -7.8
Cc1nn2c(-n3ccnc3)c3c(nc2c1-c1ccccc1)CCC3
→ -15.3 | 55.2
O=C(CSc1ccc2nnc(-c3ccccc3)n2n1)NCC1CCCO1 (stereo unspecified)
→ -5.4 | 0.7
O=C1c2ccccc2NC(c2ccccc2)N1Cc1ccco1 (stereo unspecified)
→ -6.8 | x
CC(=O)c1cccc(OCC(=O)c2cc(C)n(-c3cc(C)on3)c2C)c1
→ -25.4 | -2.8
COC(=O)Nc1ccc(S(=O)(=O)Nc2ccc(C)cc2)cc1
→ x | -9.8
Cc1ccc(N2CCCn3c2nc2c3c(=O)n(CC(=O)OCc3ccccc3)c(=O)n2C)cc1C
→ -2.8 | x
CCOc1ccccc1N(CC(=O)NC1CCCC1)C(=O)CCC(=O)Nc1cc(C)on1
→ 7.0 | 4.0
CCOC(=O)c1c(NC(=O)Nc2ccc(Cl)cc2)sc(C)c1C
→ x | 17.2
CCCCP(=O)(O)c1ccccc1
→ -3.0 | 8.8
O=C(NCc1ccco1)c1ccc(CS(=O)(=O)c2cccc(C(F)(F)F)c2)o1
→ -7.3 | -6.9
O=C(C1CC(=O)N(C2CCCCC2)C1)N1CCC2(CC1)OCCO2 (stereo unspecified)
→ -6.4 | x
CCC(C(=O)NC1CCCC1)N(C(=O)Cn1nnc(-c2ccc(C)o2)n1)C(C)(C)C (stereo unspecified)
→ 12.3 | 13.6
CCN(CC)C(=O)CC(c1ccc(N(C)C)cc1)c1c(OC)cc(OC)c2c(-c3ccccc3)cc(=O)oc12 (stereo unspecified)
→ x | -9.4
COc1ccc(C(=O)Nn2c(SCc3ccc([N+](=O)[O-])cc3)nc3ccccc3c2=O)cc1
→ x | 16.7
CC1CC(=O)NN=C1c1ccc(NCCO)c([N+](=O)[O-])c1 (stereo unspecified)
→ x | 9.6
O=C(Nc1nc(SCc2ccc(F)cc2)ns1)c1ccco1
→ 38.7 | -6.6
COCCn1nnnc1C(c1ccc(C)cc1)N1CCN(Cc2ccc3c(c2)OCO3)CC1 (stereo unspecified)
→ -0.7 | 5.3
C/C(=N\NC(=O)c1cccc(Br)c1)c1ccc(Br)cc1
→ x | -3.9

Part of the list above, field by field.
> O=C1c2ccccc2NC(c2ccccc2)N1Cc1ccco1 (stereo unspecified)
- HIV RNase H inh: -6.8
- RmlCD inh mix: x
> CC(=O)c1cccc(OCC(=O)c2cc(C)n(-c3cc(C)on3)c2C)c1
- HIV RNase H inh: -25.4
- RmlCD inh mix: -2.8
> COC(=O)Nc1ccc(S(=O)(=O)Nc2ccc(C)cc2)cc1
- HIV RNase H inh: x
- RmlCD inh mix: -9.8
> Cc1ccc(N2CCCn3c2nc2c3c(=O)n(CC(=O)OCc3ccccc3)c(=O)n2C)cc1C
- HIV RNase H inh: -2.8
- RmlCD inh mix: x

Carrying on.
Results follow in this order: HIV RNase H inh | RmlCD inh mix
O=C(NCCc1ccncc1)Nc1cccc(Cl)c1
→ x | -21.4
Cc1cc(Cl)c2c(c1)[C@]1(C(=O)N2)[C@@H]2C(=O)N(Cc3ccccc3)C(=O)[C@@H]2[C@@H]2CCCN21
→ 4.9 | -25.9
CCCCC(=O)N(c1ccc(OC)cc1)C1C=CS(=O)(=O)C1 (stereo unspecified)
→ -0.4 | -11.9
COc1cc(S(=O)(=O)N2CCOCC2)ccc1NC(=O)c1cc2c(s1)CCC2
→ -19.2 | 4.3
Cc1cc(Cl)cc(Br)c1OCCCCn1cncn1
→ -41.9 | -0.6
CC1CCCC(NC(=O)CSc2nccn2C)C1C (stereo unspecified)
→ 1.3 | 6.1
CCOC(=O)CSc1nnc(CNC(=O)c2cccs2)n1CCc1ccccc1
→ -16.9 | -6.3
Cc1[nH]c(=O)[nH]c(=O)c1S(=O)(=O)N1CCOCC1
→ -13.2 | 1.3
N#CC(=C1CCCC1)c1nc(-c2ccccc2O)cs1
→ 1.0 | -2.5
CC1CN(c2nc3ccccc3nc2C(C#N)C(=O)NCc2ccc3c(c2)OCO3)CC(C)O1 (stereo unspecified)
→ 30.6 | 6.0
O=C(NC12CC3CC(CC(C3)C1)C2)N1CCN(c2ccccn2)CC1
→ -0.2 | -7.8
COC(=O)Nc1ccc(C)c(NC(=O)OC)c1
→ 5.0 | 27.7
CCCOC(=O)c1ccc(OCC(O)Cn2c(C)nc3ccccc32)cc1 (stereo unspecified)
→ 5.7 | x
Cc1cccc(NC(=O)CCN2C(=O)C3C4C=CC(C4)C3C2=O)n1 (stereo unspecified)
→ -7.0 | -15.1
CCOC(=O)Cn1c(C)c(Br)c(=O)c2cccc(C)c21
→ -29.9 | 8.0
Cc1ccc(Cn2nnc3c(=O)n(CC(=O)N4CCCCC4)cnc32)cc1
→ -6.2 | 13.3
CC[C@H](C)C1NC(=O)[C@H](CC(=O)O)NC(=O)c2cc([N+](=O)[O-])cc(I)c2NCCC(C(N)=O)NC1=O (stereo partly specified)
→ x | -17.2
O=C(CCCn1c(=S)[nH]c2cc3c(cc2c1=O)OCO3)N1CCN(c2ncccn2)CC1
→ -2.4 | 0.3
O=S(=O)(NCCc1ccccc1F)c1cccc(S(=O)(=O)N2CCOCC2)c1
→ -3.3 | 82.8
CC(=O)c1cccc(NC(=O)CN2C(=O)C3C4C=CC(C4)C3C2=O)c1 (stereo unspecified)
→ 3.1 | 9.1
COc1cccc(C2C(C(=O)Nc3cccnc3)=C(C)Nc3nnnn32)c1OC (stereo unspecified)
→ -0.1 | -12.4
COc1ccccc1C/C(N)=N/OC(=O)COc1ccc(C)cc1C
→ x | 11.2
O=C(O)c1ccc(C(=O)c2ccc3c(c2)C(=O)N(Cc2ccco2)C3=O)cc1
→ 1.5 | -9.6
CNC(C)C#Cc1ccc2c(=O)c3ccccc3oc2c1 (stereo unspecified)
→ x | -5.6
O=c1oc(-c2cccc(S(=O)(=O)N3CCOCC3)c2)nc2ccccc12
→ -21.9 | x
COc1cc2cccc(OC)c(=O)c2c(OC)c1OC
→ x | -12.1
COc1cccc(/C=C2\N=C(SC)SC2=O)c1OC
→ -8.8 | 4.2
CC(C)Nc1ncnc2c1cnn2-c1ccccc1
→ -7.4 | 9.0
CCOc1ccc(C(=O)c2cc([N+](=O)[O-])ccc2Cl)cc1
→ x | -12.7
O=C1CC(c2ccco2)=Nc2ccccc2N1
→ -3.5 | 4.1

4 of the compounds above, bar-delimited:
Structure | HIV RNase H inh | RmlCD inh mix
O=C(CCCn1c(=S)[nH]c2cc3c(cc2c1=O)OCO3)N1CCN(c2ncccn2)CC1 | -2.4 | 0.3
O=S(=O)(NCCc1ccccc1F)c1cccc(S(=O)(=O)N2CCOCC2)c1 | -3.3 | 82.8
CC(=O)c1cccc(NC(=O)CN2C(=O)C3C4C=CC(C4)C3C2=O)c1 (stereo unspecified) | 3.1 | 9.1
COc1cccc(C2C(C(=O)Nc3cccnc3)=C(C)Nc3nnnn32)c1OC (stereo unspecified) | -0.1 | -12.4

Continued:
Results follow in this order: HIV RNase H inh | RmlCD inh mix
CCOC(=O)c1ccccc1NS(=O)(=O)c1ccc(OC)cc1
→ x | 11.4
CC(=O)N1CCC2(CC1)CC(=O)c1cc(OCC(=O)N3CCN(C)CC3)ccc1O2
→ -17.5 | 2.0
CC1=C(C)NC(=S)SC1
→ 55.1* | -13.3
CCOCCN1CCN(c2c(CC)c(C)nc3cc(-c4cc(OC)cc(OC)c4)nn23)CC1
→ x | 10.6
CCn1c(SCC(=O)N2CCN(c3ccccc3)CC2)nnc1-c1cc2cc(Cl)ccc2o1
→ 5.9 | 12.8
CCCc1ccccc1OCCNC(C)=O
→ 5.6 | 4.8
CN1CCN(C(=S)Nc2ccc(Cl)cc2Cl)CC1
→ x | -15.2
CSC1=NC2C(N1)N(C)C(=O)N2C (stereo unspecified)
→ x | 3.8
CC1=C(C#N)C(=O)N(C)C(C)(C)C1
→ -0.6 | 4.8
COc1cc(-c2nnc(SCC(=O)OC3CCCCC3)o2)cc(OC)c1OC
→ 1.0 | 9.2
CO/N=C(/c1nonc1N)N1CCN(c2ccc([N+](=O)[O-])cc2)CC1
→ x | -12.3
Cc1cc(NC(=O)CCC(=O)N(c2ccccc2)C(C(=O)NC2CCCC2)c2cccs2)no1 (stereo unspecified)
→ -4.8 | -16.3
O=C(COc1ccc(Cl)cc1)OCC(=O)N1CCCCCC1
→ -4.3 | 0.1
Cc1cccc(NC(=O)CCn2nc(C)cc2C)c1
→ -22.6 | 2.4
CNc1oc(-c2ccc(C)cc2)nc1P(=O)(c1ccccc1)c1ccccc1
→ x | 7.5
CC(C)OC(=O)c1c(NC(=O)c2ccco2)sc2c1CCCCC2
→ x | 1.4
CC1=CC(C)(C)Nc2ccc(OC(=O)c3ccco3)cc21
→ -2.7 | 9.2
S=c1[nH]ncn1/N=C/c1ccccc1
→ 1.0 | -13.4
Cc1ccc(CCSCC(=O)O)cn1
→ 0.8 | 7.5
O=C(N/N=C/c1cccnc1)C(O)(c1ccccc1)c1ccccc1
→ x | 3.3
CC(NC(=O)c1ccccc1NS(C)(=O)=O)c1ccccc1 (stereo unspecified)
→ -1.8 | 15.4
CCCN1CCC(N2CCN(c3cccc(C(F)(F)F)c3)CC2)CC1
→ -5.6 | 21.2
CC(C)CCN1C(=O)CCC1(C)C(=O)NC1CCCCCC1 (stereo unspecified)
→ 1.9 | -45.8
COc1ccc(S(=O)(=O)N(Cc2cccs2)C2CCCC2)cc1
→ -7.4 | 8.5
CCOC(=O)C1CCN(C(=O)c2cccc(C(=O)N3CCC(C(=O)OCC)CC3)c2)CC1
→ -1.9 | -17.1
Cc1cccc(NC(=S)NCc2ccc3c(c2)cc(C)n3C)c1C
→ x | 9.6
Cc1cc(C(=O)NCc2ccc(S(N)(=O)=O)cc2)c(C)o1
→ -0.2 | -8.8
Cc1cc(NC(=S)Nc2ccccc2)ccc1Br
→ x | -9.4
CC(=O)Nc1ccc2c3c(cccc13)CC2
→ x | -33.2
COc1ccccc1N1CCN(CCCCN2C(=O)c3ccccc3C2=O)CC1
→ x | 7.2
O=C(NCc1ccco1)c1cccc2ccccc12
→ -3.7 | 3.6
CCCCC(=O)Nc1sc2c(c1C(N)=O)CCC2
→ -10.9 | 9.7
N/C(=N\OC(=O)Cc1ccccc1)c1cccnc1
→ x | -0.9
Cn1c(SCc2ccc(Br)cc2)nnc1-c1cccs1
→ -11.9 | 4.0
N#Cc1c(NC(=O)c2cc(-n3cnnc3)ccc2Cl)sc2c1CCCC2
→ 20.3 | -8.7
Cc1cccc(OCCCC(=O)Nc2ccc(N3CCCCC3)cc2)c1
→ x | -16.1
N#CCSc1nnc(-c2ccccc2O)n1Cc1ccccc1
→ x | 5.5
C/C=C/C=C\C(=O)Nc1cccc(C2=NOC3(C2)C[C@H](C(N)=O)N(C(=O)CC#N)C3)c1 (stereo partly specified)
→ x | 10.4
Cc1c(Cl)cccc1NC(=O)c1cccc(NC(=O)CCC(=O)O)c1
→ x | -15.3
CC(=O)N1CCN(S(=O)(=O)c2cccc(C(=O)Nc3ccc4c(c3)CCC4)c2)CC1
→ -4.2 | -10.6
COc1ccc(C(=O)Nn2cc3c(c2-c2ccccc2)c(=O)n(C)c(=O)n3C)cc1
→ 1.3 | 9.2
CCCC[C@@H]1CNC(=S)N1CCc1cccc(F)c1
→ x | -214.7
Cc1cccc(/C(N)=N/OC(=O)CCc2ccccc2)c1
→ x | -14.4
CCCCC(=O)NC(Nc1nc(C2CC2)cs1)(C(=O)OCC)C(F)(F)F (stereo unspecified)
→ 10.6 | 2.1
O=C(NCC1CCCO1)c1ccc2c(=O)n(Cc3ccco3)c(SCC(=O)N3CCCC3)nc2c1 (stereo unspecified)
→ x | -13.2
COc1ccccc1N1CCN(C(c2cccs2)C(C)NC(=O)c2cccnc2)CC1 (stereo unspecified)
→ x | 3.3
COc1ccc(C2/C=C\CN(S(=O)(=O)/C=C/c3ccccc3)[C@H](Cc3ccccc3)C(=O)N2Cc2ccc(F)cc2)cc1 (stereo partly specified)
→ x | 4.0
O=C(N1CCCCC1)C12CC3CC(C1)CC(C(=O)N1CCCCC1)(C3)C2
→ 7.1 | -8.9
COC(=O)c1nc(NC(=O)c2ccc(Br)cc2)n[nH]1
→ x | 4.1
COc1ccccc1N1CCN(C(=O)c2ccc(C(C)(C)C)cc2)CC1
→ 5.1 | 7.5
O=C(c1ccc2c(c1)C(=O)N(CCCO)C2=O)c1ccc2c(c1)C(=O)N(CCCO)C2=O
→ -3.1 | 3.1
COC(=O)CSc1nc(C2CC2)cc(C(F)(F)F)c1C#N
→ -17.9 | -59.2
CC1(C(=O)O)CCC(C(=O)Nc2ccc(S(N)(=O)=O)cc2)C1(C)C (stereo unspecified)
→ -6.0 | -4.0
COc1ccc(-c2nc(N)n[nH]2)cc1OC
→ 2.2 | -4.7
CCCc1nc(SCC(=O)Nc2ccccc2)c2c(=O)n(C)c(=O)n(C)c2n1
→ x | -9.1
O=c1c2ccccc2nc(CN2CCCCCC2)n1-c1ccc(F)cc1
→ 2.8 | -8.5
CCC(=O)NC(=S)Nc1ccc(NC(=O)COc2ccc(Cl)cc2Cl)cc1
→ x | -13.3
